# From PubChem
# Pf Dd2 growth – P. falciparum Dd2 growth inhibition | SYBR Green, 72 h; stronger effect = lower value | activity change, % at 10 µM | hit rate 2.3% among 94,000; in the data active = activity change below about -80%
# T cruzi growth – T. cruzi proliferation inhibition | T. cruzi beta-gal in NIH3T3, GalScreen luminescence, 90 h | inhibition, % at 8.34 µM | hit rate 5.9% among 77,000 | AID 624255;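 active = mean inhibition above about 93%, with at least 55% of replicates each passing it, limit read from the data, passing the limit was not always enough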
# GASC1 inh – blocks human GASC-1 (KDM4C) demethylase activity; GST-KDM4C 2-372, H3K9me3 peptide, LANCE TR-FRET; inhibition, % at 12.5 µM; AID 720574; Q9H3R0; hit rate 0.15% among 96,000;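 active = mean replicate inhibition above about 25%, with at least 55% of replicates also reaching it, limit read from the data, passing the limit was not always enough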
# Target sequence (Q9H3R0 2-372 limits assumed): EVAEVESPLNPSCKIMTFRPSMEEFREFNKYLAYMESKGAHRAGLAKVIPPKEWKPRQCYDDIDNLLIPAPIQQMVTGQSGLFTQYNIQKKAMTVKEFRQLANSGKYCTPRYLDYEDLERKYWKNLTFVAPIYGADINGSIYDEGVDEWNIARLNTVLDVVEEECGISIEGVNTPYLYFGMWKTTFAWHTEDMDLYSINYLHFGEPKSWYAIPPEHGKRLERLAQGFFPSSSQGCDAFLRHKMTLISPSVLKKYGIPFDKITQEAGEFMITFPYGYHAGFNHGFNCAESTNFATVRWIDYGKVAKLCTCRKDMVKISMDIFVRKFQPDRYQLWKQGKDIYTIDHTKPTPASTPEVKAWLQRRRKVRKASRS
#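 System – N-terminal GST-fused human GASC-1 (KDM4C) fragment, residues 2-372 · Input – enzyme final amount 10 nM · Technique – LANCE TR-FRET, Eu antibody, ULight-streptavidin, EDTA, ex 340 nm, em 618/671 nm · Medium – HEPES buffer, pH 7.5, plus ascorbate · Incubation – enzyme reaction 30 min, then detection 60 min, both room temperature · Reagent – H3K9me3 peptide with Fe(II)/2OG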
# C diff HTS – inhibitors of Clostridium difficile growth | Clostridium difficile clinical isolate growth, OD600, 24 h; stronger effect = lower value | growth activity, negative = inhibition, % at 16 µg/mL (by protocol) | hit rate 0.25% among 86,000 | AID 1259249;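 active = mean growth activity at or below -80% and every replicate also at or below -80%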;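 note: 0% = DMSO wells and -100% = levofloxacin 16 µg/mL wells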
# * = called active by the depositor; nt = no result given; & = joins results of further samples.
SMILES,Pf Dd2 growth,T cruzi growth,GASC1 inh,C diff HTS
O=C(Nc1ccccc1F)N[C@H]1CC[C@@H](CCNC(=O)C2CCCC2)O[C@@H]1CO,-5,nt,-2.3,4
C[C@H]1CN([C@@H](C)CO)C(=O)c2cccc(NS(C)(=O)=O)c2O[C@@H]1CN(C)Cc1ccc(C(=O)O)cc1,28,21,-0.5,2
O=S(=O)(N[C@@H]1CC[C@@H](CCn2cc(-c3ccccn3)nn2)O[C@@H]1CO)c1cccc(F)c1,9,10,2.4,1
COc1cccc(S(=O)(=O)Nc2ccc3c(c2)[C@@H]2C[C@@H](CC(=O)NCc4ccc(Cl)cc4)O[C@H](CO)[C@@H]2O3)c1,-25,32,-4.9,nt
CN(C)C(=O)C[C@H]1CC[C@@H]2[C@H](COc3ccc(NC(=O)Nc4cccc(Cl)c4)cc3C(=O)N2C)O1,10,8,3.1,4
CC(C)NC(=O)N(C)C[C@@H]1Oc2c(NS(=O)(=O)c3ccccc3)cccc2C(=O)N([C@H](C)CO)C[C@@H]1C,10,35,-0.2,0
CCC(=O)N1[C@@H](CO)[C@@H](c2ccc(-c3ccc(C#N)cc3)cc2)C12CN(C(C)=O)C2,-11,nt,-1.3,-7
Cc1ccccc1-c1ccc([C@H]2[C@H](CO)N3C(=O)CN(C(=O)NC4CCCC4)C[C@@H]23)cc1,-32,nt,-2.5,42
C[C@H](NC(=O)C[C@@H]1C[C@H]2c3cc(NS(C)(=O)=O)ccc3O[C@H]2[C@H](CO)O1)c1ccccc1,-9,nt,4.8,-3
C[C@@H]1CCCCO[C@@H](CN(C)C(=O)Nc2ccccc2)[C@@H](C)CN([C@H](C)CO)C(=O)c2cc(NC(=O)CCCCCC(=O)Nc3ccccc3N)ccc2O1,21,25,0.8,-1
O=C(C[C@@H]1CC[C@@H]2[C@H](COC[C@@H](O)CN2C(=O)Cc2ccccc2)O1)NC1Cc2ccccc2C1,-21,19,-4.0,-4&-5
COc1cccc(C#Cc2ccc3c(c2)O[C@H](CN(C)C(=O)CN2CCOCC2)[C@@H](C)CN([C@@H](C)CO)S3(=O)=O)c1,-62,72,-2.3,17
C[C@H](O)C#Cc1ccc2c(c1)O[C@H](CN(C)Cc1ccccn1)[C@H](C)CN([C@@H](C)CO)S2(=O)=O,-3,11,0.8,1
COC(=O)C[C@@H]1CC[C@H]2[C@H](COc3ccc(NS(=O)(=O)c4ccc(F)cc4)cc3C(=O)N2C)O1,12,6,1.1,45
COC(=O)C[C@H]1CC[C@@H]2[C@@H](COc3ccc(NC(=O)Nc4cccc(C#N)c4)cc3C(=O)N2C)O1,-4,24,0.5,-4
CC(C)CC#Cc1ccc([C@H]2[C@@H](CO)N3CCCCN(C(=O)NC4CCCC4)C[C@@H]23)cc1,2,118*,0.3,-27
COCC(=O)N1CC(=O)N2[C@H](CO)[C@H](c3ccc(C#CC4CC4)cc3)[C@H]2C1,-9,nt,16,13
C[C@@H]1CN([C@H](C)CO)C(=O)Cc2cc(NS(C)(=O)=O)ccc2O[C@H]1CN(C)S(=O)(=O)c1cccs1,15,17,-0.9,-6
C[C@H](CO)N1C[C@H](C)[C@@H](CN(C)S(=O)(=O)c2cn(C)cn2)Oc2ccc(NC(=O)Nc3cccc4ccccc34)cc2CC1=O,-9,-32,-0.8,-10
O=S(=O)(N[C@H]1CC[C@H](CCn2cc(-c3cccc(F)c3)nn2)O[C@@H]1CO)c1ccc(F)cc1,nt,nt,2.1,-2
C[C@H](CO)N1C[C@H](C)[C@@H](CN(C)C(=O)Nc2cccc3ccccc23)OCCCC[C@H](C)Oc2ccc(NC(=O)Nc3ccccc3)cc2C1=O,12,55,0.6,0
C[C@H](CO)N1C[C@H](C)[C@@H](CN(C)C(=O)Cc2ccncc2)Oc2cc(C#CC3(O)CCCC3)ccc2S1(=O)=O,18,nt,-0.2,-3
CCCC#Cc1ccc([C@H]2[C@@H](C#N)N(C(=O)C3CCCC3)[C@@H]2CO)cc1,-39,103*,-3.4,-3
C[C@H]1CN([C@@H](C)CO)C(=O)c2cccc(NC(=O)NC3CCCCC3)c2O[C@@H]1CN(C)C(=O)NC1CCCCC1,-14,-12,0.0,-2
CC(C)CC#Cc1ccc([C@H]2[C@H](CO)N3C(=O)CN(C(=O)Cc4ccccc4)C[C@@H]23)cc1,-14,nt,0.5,-7
# More records follow.
SMILES,Pf Dd2 growth,T cruzi growth,GASC1 inh,C diff HTS
O=C(Nc1ccccc1F)N1C[C@@H]2N[C@H](C1)C2c1ccc(-c2cccc(F)c2)cc1 (stereo partly drawn),-13&-41,nt,-0.6&-5.3,79&58
COc1ccc(NC(=O)Nc2ccc3c(c2)C(=O)N([C@H](C)CO)C[C@H](C)[C@@H](CN(C)CC2CCCCC2)OCCCC[C@@H](C)O3)cc1,-69,93,-0.4,-4
C[C@@H]1CN([C@@H](C)CO)C(=O)c2cccc(NC(=O)C3CCCCC3)c2O[C@H]1CN(C)CC1CC1,-27,41,0.3,-1
CC(C)NC(=O)N(C)C[C@H]1Oc2c(NC(=O)Nc3ccc(F)cc3)cccc2C(=O)N([C@H](C)CO)C[C@H]1C,3,nt,-0.7,-2
O=C(NCCc1ccncc1)[C@H]1[C@H](CO)[C@H]2Cn3c(ccc(-c4ccccc4)c3=O)[C@@H]1N2,22,60,-2.7,-3
CC(C)NC(=O)N(C)C[C@H]1Oc2cc(-c3ccccc3)ccc2S(=O)(=O)N([C@@H](C)CO)C[C@H]1C,19,38,2.6,-12
O=C(NCC[C@@H]1CC[C@@H](NS(=O)(=O)c2ccc(Cl)cc2)[C@H](CO)O1)c1ccccc1F,-1,21,0.1,-5
C[C@H]1CN([C@@H](C)CO)C(=O)c2cc(NS(=O)(=O)c3ccc(F)cc3)ccc2O[C@H]1CN(C)Cc1ccc(C(=O)Nc2ccccc2N)cc1,-2,56,-2.3,6
C[C@@H]1CN([C@H](C)CO)C(=O)c2cccc(NS(=O)(=O)c3ccc(Cl)cc3)c2O[C@H]1CN(C)C,16,nt,-1.0,-3
C[C@@H]1CCCCO[C@@H](CN(C)C(=O)Cc2ccccc2)[C@@H](C)CN([C@H](C)CO)C(=O)c2cc(N(C)C)ccc2O1,22&-1,25&87,0.5,-1
C[C@@H]1CN([C@@H](C)CO)C(=O)Cc2cc(NC(=O)C3CC3)ccc2O[C@@H]1CN(C)S(C)(=O)=O,13,20,1.4,0
Cc1noc(C)c1NC(=O)N(C)C[C@@H]1OCCCC[C@@H](C)Oc2ccc(NC(=O)c3ccncc3)cc2C(=O)N([C@@H](C)CO)C[C@H]1C,32,11,-4.6,-1
C[C@@H]1CN([C@@H](C)CO)C(=O)Cc2cc(NC(=O)NC3CCCCC3)ccc2O[C@H]1CN(C)CC1CC1,-5,-30,-0.3,3
COc1ccc2c3c(n(C)c2c1)[C@H](CO)N(C)CC31CN(C(=O)c2ccc3c(c2)OCO3)C1,-41,nt,0.7,4
C[C@@H]1CN([C@@H](C)CO)C(=O)c2cc(NS(=O)(=O)c3ccc(Cl)cc3)ccc2O[C@H]1CN(C)Cc1ccc(C(=O)O)cc1,-8,93,-0.4,nt
COc1ccc(NC(=O)N[C@H]2CC[C@H](CCNC(=O)CCN3CCCCC3)O[C@H]2CO)cc1,23,0,-0.1,nt
C[C@@H]1CCCCO[C@H](CN(C)C(=O)Nc2ccc(C(F)(F)F)cc2)[C@@H](C)CN([C@H](C)CO)C(=O)c2cc(N(C)C)ccc2O1,-41,89,-1.0,0
CCC(=O)N(C)C[C@@H]1Oc2cc(C#Cc3cccnc3)ccc2S(=O)(=O)N([C@@H](C)CO)C[C@@H]1C,-17,27,-1.4,2
O=C(Cc1ccccc1)N1CC(=O)N2[C@H](C1)[C@@H](c1ccc(C#CCc3ccccc3)cc1)[C@@H]2CO,-33,nt,0.4,-13
C[C@@H]1CN([C@H](C)CO)C(=O)c2c(c3ccccc3n2C)-c2ccccc2CO[C@@H]1CN(C)C(=O)Nc1cccc(C(F)(F)F)c1,-84*,nt,-0.3,-4
CC=Cc1ccc2n(c1=O)C[C@H]1[C@H](CO)[C@@H](C(=O)N[C@@H](C)c3ccccc3)[C@@H]2N1Cc1ccncc1 (mixture of isomers),-6,49,6.3,6
O=C(N[C@H]1CC[C@@H](CCNS(=O)(=O)c2ccc(Cl)cc2)O[C@H]1CO)c1cnccn1,-6,-30,0.3,-1
C[C@H]1CN([C@@H](C)CO)S(=O)(=O)c2ccc(C3=CCCCC3)cc2O[C@H]1CN(C)Cc1ccccc1F,-26,nt,-0.4,32
O=C(NCC[C@@H]1CC[C@@H](NS(=O)(=O)c2cccc(F)c2)[C@@H](CO)O1)C1CCCCC1,11,nt,0.5,-1
O=C(C[C@H]1C[C@H]2c3cc(NS(=O)(=O)c4ccc(F)cc4)ccc3O[C@H]2[C@H](CO)O1)NCCc1ccccc1,-3,nt,4.6,-7

# Entries from the list above with a cyano group (three):
SMILES,Pf Dd2 growth,T cruzi growth,GASC1 inh,C diff HTS
CCC(=O)N1[C@@H](CO)[C@@H](c2ccc(-c3ccc(C#N)cc3)cc2)C12CN(C(C)=O)C2,-11,nt,-1.3,-7
COC(=O)C[C@H]1CC[C@@H]2[C@@H](COc3ccc(NC(=O)Nc4cccc(C#N)c4)cc3C(=O)N2C)O1,-4,24,0.5,-4
CCCC#Cc1ccc([C@H]2[C@@H](C#N)N(C(=O)C3CCCC3)[C@@H]2CO)cc1,-39,103*,-3.4,-3

# Next section:
SMILES,Pf Dd2 growth,T cruzi growth,GASC1 inh,C diff HTS
O=C(Nc1ccc2c(c1)[C@@H]1C[C@@H](CC(=O)N3CCOCC3)O[C@H](CO)[C@@H]1O2)c1ccc2c(c1)OCO2,16,34,-0.7,1
COc1ccc(NC(=O)Nc2ccc3c(c2)C(=O)N([C@@H](C)CO)C[C@@H](C)[C@@H](CN(C)S(=O)(=O)c2ccc(F)cc2)O3)cc1,15,22,-2.0,-5
C[C@@H]1CN([C@H](C)CO)C(=O)Cc2cc(NC(=O)CCCN(C)C)ccc2O[C@@H]1CN(C)S(=O)(=O)c1ccccc1,10,2,0.5,1
CC(C)C#Cc1ccc2c(c1)O[C@H](CN(C)C(=O)Cc1ccccn1)[C@@H](C)CN([C@H](C)CO)S2(=O)=O,-37,48,0.2,6
CCCC#Cc1ccc([C@@H]2[C@@H](CO)N3C(=O)CN(C(=O)c4cccnc4)C[C@H]23)cc1,-3,nt,9.8,-5
O=C(c1ccncc1)N1CC(=O)N2[C@H](C1)[C@H](c1ccc(-c3ccccc3)cc1)[C@@H]2CO,6,nt,-0.9,1
C[C@H](O)C#Cc1ccc2c(c1)O[C@H](CN(C)C)[C@@H](C)CN([C@H](C)CO)S2(=O)=O,33,-4,-0.3,-2
O=C(Nc1ccc2c(c1)OCO2)N[C@H]1CC[C@H](CCNC(=O)C2CCC2)O[C@@H]1CO,-11,nt,-2.0,3
O=C(C[C@@H]1CC[C@H]2[C@@H](COC[C@H](O)CN2Cc2cc(F)ccc2F)O1)NCc1ccc(Oc2ccccc2)cc1,-2,nt,-0.2,71&3
CN1[C@H](C(=O)N2CCc3ccccc3C2)[C@@H](CO)[C@@H]2Cn3c(ccc(-c4cncnc4)c3=O)[C@@H]21,-21,80,12,3
C[C@H](NC(=O)N(C)C[C@@H]1OCc2ccccc2-c2c(n(C)c3ccccc23)C(=O)N([C@@H](C)CO)C[C@H]1C)c1ccccc1,-74,0,-1.1,-10
C[C@@H]1CN([C@H](C)CO)C(=O)c2cc(NC(=O)CCC(F)(F)F)ccc2O[C@H]1CN(C)S(=O)(=O)c1cccs1,14,-55,0.7,nt
O=C(N[C@@H]1CC[C@H](CC(=O)N2CCc3ccccc3C2)O[C@@H]1CO)C1CCC1,1,-1,1.5,1
O=C(C[C@H]1CC[C@@H](NC(=O)Nc2ccc(C(F)(F)F)cc2)[C@H](CO)O1)NCc1cc(F)cc(F)c1,-6,-46,-1.2,nt
C[C@@H]1CN([C@H](C)CO)C(=O)c2cccc(NC(=O)c3nc4ccccc4s3)c2O[C@@H]1CN(C)Cc1ccc(-c2ccccc2)cc1,-48,111*,1.2,-1
O=C(N[C@H]1CC[C@@H](CCNC(=O)C2CCCC2)O[C@@H]1CO)c1ccccn1,-11,nt,0.6,-4
CN(C)C(=O)C[C@H]1C[C@@H]2c3cc(NC(=O)c4ccc5c(c4)OCO5)ccc3O[C@@H]2[C@H](CO)O1,7,-27,-0.4,2

# Individual results from the entries so far.
# For Pf Dd2 growth, O=C(Nc1ccc2c(c1)OCO2)N[C@H]1CC[C@H](CCNC(=O)C2CCC2)O[C@@H]1CO is listed with -11
# For Pf Dd2 growth, C[C@@H]1CN([C@H](C)CO)C(=O)c2cc(NC(=O)CCC(F)(F)F)ccc2O[C@H]1CN(C)S(=O)(=O)c1cccs1 is listed with 14
# For T cruzi growth, CN(C)C(=O)C[C@H]1C[C@@H]2c3cc(NC(=O)c4ccc5c(c4)OCO5)ccc3O[C@@H]2[C@H](CO)O1 is listed with -27
# For C diff HTS, C[C@@H]1CN([C@H](C)CO)C(=O)c2cccc(NC(=O)c3nc4ccccc4s3)c2O[C@@H]1CN(C)Cc1ccc(-c2ccccc2)cc1 is listed with -1
# For GASC1 inh, O=C(C[C@@H]1CC[C@H]2[C@@H](COC[C@H](O)CN2Cc2cc(F)ccc2F)O1)NCc1ccc(Oc2ccccc2)cc1 is listed with -0.2
